# High-throughput results as filed in PubChem.
# Growth percent in the NCI-60 one-dose screen (48 h, 10 µM unless noted): 100 = growth as untreated, 0 = no growth, -100 = all killed.
# SR = SR leukemia cells | 73,000 tested, 8.7% active | AID 1794780
# K-562 = K-562 leukemia; 78,000 tested, 7.4% active; AID 1794777
# MDA-MB-231 = MDA-MB-231 breast cancer; AID 1794789; 81,000 tested, 5% active
# MOLT-4 = MOLT-4 leukemia cells. 80,000 tested, 6.9% active
# MDA-MB-468 = MDA-MB-468 breast cancer; 78,000 tested, 8.5% active
# CCRF-CEM = CCRF-CEM leukemia | 77,000 tested, 7% active
# MCF7 = MCF7 breast cancer; 82,000 tested, 6.3% active
# RPMI-8226 = RPMI-8226 leukemia cells. 77,000 tested, 7.5% active
# * hit, by the source's call; x = no result given; & = joins results of further samples; ! = a repeat was not active. How the source made its calls: active means growth percent below 10; inactive means the rest.
# Keys: A = SR; B = K-562; C = MDA-MB-231; D = MOLT-4; E = MDA-MB-468; F = CCRF-CEM; G = MCF7; H = RPMI-8226
compound: Cc1ccc(-c2csc(NC(=O)CSc3nc(N)cc(=O)[nH]3)n2)cc1
  A: 128	B: x	C: 95	D: 126	E: 112	F: 102	G: 89	H: 85

compound: O=C(N/N=C\c1ccc(Cl)cc1Cl)c1ccncc1
  A: x	B: 97	C: 99	D: 95	E: 110	F: 100	G: 87	H: 92

compound: C=CCNC(=O)c1ccccc1
  A: 93	B: 103	C: 100	D: 101	E: 91	F: 108	G: 67	H: 96

compound: Oc1ccccc1N=Nc1ccc[nH]1
  A: 67	B: 81	C: 70	D: 67	E: 80	F: 55	G: 35	H: 63

compound: COc1cc(-c2nn(-c3ccccc3F)cc2CO)ccc1O
  A: 93	B: 87	C: 96	D: 81	E: 75	F: 91	G: 50	H: 91

compound: COc1ccc(/C=N/Nc2cc(=O)[nH]c3ccc(Cl)cc23)cc1
  A: x	B: 21	C: 71	D: 30	E: 78	F: 38	G: 35	H: 37

compound: O=C(CCc1ccccc1)N1CCN(C(=O)CCc2ccccc2)CC1
  A: 94	B: 108	C: 91	D: 89	E: 111	F: 88	G: 96	H: 92

compound: O=C(CS)Nc1ccc2ccccc2c1
  A: 95	B: 97	C: 106	D: 85	E: 108	F: 81	G: 85	H: 45

compound: COc1ccc(-c2cc(=O)c3cccc(CC(=O)O)c3o2)cc1
  A: x	B: 93	C: 97	D: 95	E: 114	F: x	G: 101	H: 95

compound: O=C1CCC(=O)N1CO
  A: 93	B: 97	C: 101	D: 99	E: 108	F: 94	G: 97	H: 92

compound: CCOC(=O)CC(=O)Nc1cc2ccc(OC)c(OC)c2cc1C(=O)OCC
  A: 88	B: 94	C: 101	D: 91	E: 94	F: 98	G: 91	H: 100

compound: NNC(=O)c1c[nH]c2ccccc2c1=O
  A: 119	B: 110	C: 106	D: 114	E: 124	F: 104	G: 100	H: 109

compound: CC(=S)N/C=C/c1c(C(=O)O)cc([N+](=O)[O-])cc1[N+](=O)[O-]
  A: 98	B: 108	C: 106	D: 99	E: 101	F: 97	G: 98	H: 100

compound: C=C(CC(=O)OCCCC)C(=O)OCCCC
  A: 97	B: 100	C: 109	D: 103	E: 105	F: 102	G: 105	H: 111

compound: CC(=O)C1=C(C)NC(NNC(N)=S)=NC1c1ccccc1 (configuration not stated)
  A: 112	B: 113	C: 77	D: 114	E: 100	F: 95	G: 101	H: 108

compound: N#Cc1ncnc2nc[nH]c12
  A: 102	B: 104	C: 120	D: 107	E: 101	F: 100	G: 113	H: 101

compound: C/C=C/C1OCC(CC)C(CCC)O1 (configuration not stated)
  A: 102	B: 89	C: 100	D: 94	E: 122	F: 85	G: 96	H: 94

compound: CC(C)(C)CC(C)(C)Nc1c(-c2ccccc2)nc2cnccn12
  A: 81	B: 94	C: 96	D: 90	E: 100	F: 96	G: 93	H: 85

compound: Cc1cc(C)c(-c2c(C)cc(C)cc2C)c(C)c1
  A: 107	B: 112	C: 102	D: 90	E: 105	F: 87	G: 106	H: 97

compound: Oc1ccc(Cl)cc1CN1CCOCC1
  A: 97	B: 102	C: 107	D: 100	E: 109	F: 104	G: 104	H: 102

compound: CC(C)=CCC(/C=N/N=C(N)N)C(C)C (configuration not stated)
  A: 74	B: 36	C: 87	D: 76	E: 70	F: x	G: 80	H: 77

compound: C=CC(CC(c1ccccc1)(c1ccccc1)c1ccccc1)N(CC)CC (configuration not stated)
  A: -7.0*	B: 25	C: 53	D: 56	E: 31	F: 54	G: 73	H: 38

compound: CC(C(N)=O)C(=O)c1ccccc1 (configuration not stated)
  A: 109	B: 113	C: 104	D: 110	E: 110	F: 98	G: 94	H: 97

compound: CC(=O)c1ccc(NC(=O)c2ccc(-n3c(=O)[nH]c4ccccc4c3=O)cc2)cc1
  A: 101	B: 98	C: 104	D: 108	E: 104	F: 101	G: 95	H: 108

compound: O=C(Nc1ccc(Cl)cc1)c1cc2ccccc2cc1O
  A: -14*!	B: 7.5*!	C: 42&53	D: -8.4*	E: -6.9*!	F: 18	G: -0.6*!	H: -29*

compound: Cc1nc2ccccc2c(=O)[nH]1
  A: 90	B: 103	C: 97	D: 96	E: 103	F: 95	G: 97	H: 104

compound: CCN(CC)CCCOC(=O)Nc1ccccc1Cl
  A: 101	B: 100	C: 110	D: 98	E: 107	F: 88	G: 112	H: 97

compound: COc1ccccc1C1OCC(C)([N+](=O)[O-])CO1 (configuration not stated)
  A: 99	B: 96	C: 102	D: 105	E: 112	F: 120	G: 100	H: 107

compound: COc1ccc(C2CC(=O)c3c(O)cc(O)cc3O2)cc1O (configuration not stated)
  A: 73	B: 87	C: 99	D: 65	E: 112	F: 114	G: 109	H: 99

compound: Cc1[nH]c2ccccc2c1C(C[N+](=O)[O-])c1ccccc1F (configuration not stated)
  A: 99	B: 86	C: 97	D: 77	E: 91	F: 98	G: 107	H: 89

compound: CCCCCCCc1nc(C#N)c(NCc2ccncc2)o1
  A: 88	B: 90	C: 101	D: 93	E: 102	F: 75	G: 88	H: 96

compound: N#CC(C#N)C(C#N)c1ccc(Cl)c(Cl)c1 (configuration not stated)
  A: 99	B: 104	C: 90	D: 108	E: 103	F: 104	G: 91	H: 97

compound: CC(=O)NNC(=O)c1ccccn1
  A: 99	B: x	C: 100	D: 106	E: 95	F: 110	G: 92	H: x

compound: COc1cc(NC(=O)c2cccc(C3CCc4c(cc(OC)c(OC)c4OC)O3)c2)cc(OC)c1OC (configuration not stated)
  A: x	B: 15	C: 28	D: 12	E: 29	F: 18	G: 3.7*	H: 16

compound: COc1ncnc2c1ncn2C/C(Br)=C(\Br)CCl
  A: 8.2*	B: 8.0*	C: 42	D: 19	E: 17	F: -39*	G: 0.2*	H: -25*

compound: N#Cc1c(-c2cccc(Cl)c2)cc(-c2ccccn2)[nH]c1=O
  A: 82	B: 96	C: 90	D: 90	E: 103	F: 83	G: 87	H: 96

compound: N=C(N)SCCCCCSC(=N)N
  A: 76	B: 76	C: x	D: 94	E: 86	F: 95	G: 93	H: 97

compound: COc1cc(-c2cc(-c3cccc(OCC(=O)O)c3)[nH]c(=O)c2C#N)ccc1O
  A: 75	B: 89	C: x	D: 92	E: 91	F: 88	G: 87	H: 104

compound: NS(=O)(=O)c1ncsc1-c1ccccc1
  A: 103	B: 88	C: 99	D: 96	E: 98	F: 102	G: 96	H: 109

compound: CCOP(=O)(OCC)c1nc(-c2ccccc2)oc1NCc1cccnc1
  A: 102	B: 102	C: 108	D: 101	E: 114	F: 108	G: 103	H: 101

compound: COc1cc2c(c(OC)c1OC)[C@]1(OCC[C@H]1C)c1cccc(OC)c1-2
  A: 91	B: 100	C: 109	D: 94	E: 90	F: 103	G: 93	H: 106

compound: CC(=O)C(=O)OC1CCCCC1
  A: 101	B: 102	C: 98	D: 109	E: 113	F: 93	G: 118	H: 95

compound: Cc1cc(Cl)ccc1NC(=O)N1c2ccccc2SC12CCCC2
  A: 93	B: 121	C: 71	D: 87	E: 101	F: 89	G: 77	H: 79

compound: c1cnc(Nc2nc3c(s2)CCc2c[nH]cc2-3)nc1
  A: 95&92	B: 82&87	C: 89&90	D: 88&100	E: 93&83	F: 91	G: 83&81	H: 87

compound: O=C1c2c(c3c4cc(Br)ccc4[nH]c3c3ccc4ccccc4c23)C(=O)N1CCN1CCCCC1
  A: -22*	B: -50*	C: 78	D: -1.4*	E: 15	F: -0.8*	G: -36*	H: -36*

compound: COc1cc(C(=O)C[n+]2cccc3c4ccccc4ccc32)cc(OC)c1OC
  A: 101	B: 67	C: 90	D: 99	E: 58	F: 95	G: 78	H: x

compound: Cc1cc(C)c(C)c(C(=O)C(=O)c2ccccc2)c1
  A: 97	B: 112	C: 114	D: 99	E: 98	F: 107	G: 103	H: 105

compound: O=C(/C=C/c1ccco1)c1cc(Cl)ccc1O
  A: 56	B: 105	C: 95	D: 88	E: 39	F: 87	G: 28	H: 75

compound: CCOC(=O)Nc1ccc2c(=O)n(-c3ccccc3C)c(C)nc2c1
  A: 77	B: 94	C: 115	D: 106	E: 114	F: 98	G: 95	H: 93

compound: O=C(/C=C/c1ccco1)c1cccc(Nc2nc(Nc3ccccc3)nc(Nc3ccccc3)n2)c1
  A: x	B: 64	C: 68	D: 62	E: x	F: 56	G: 28	H: 39

# (more compounds)
# Keys: A = SR; B = K-562; C = MDA-MB-231; D = MOLT-4; E = MDA-MB-468; F = CCRF-CEM; G = MCF7; H = RPMI-8226
compound: Nc1ccc(C(=O)O)cc1N
  A: 167	B: x	C: 99	D: 151	E: 92	F: 47	G: 89	H: 33

compound: COc1ccc2c(CCCC(c3ccccc3)c3ccccc3)c3[n+](cc2c1OC)CCc1cc2c(cc1-3)OCO2
  A: -35*	B: -15*	C: -63*	D: -21*	E: -73*	F: 5.5*	G: -3.4*	H: -39*

compound: CSc1nc2c(c(=O)n1C)CN(Cc1ccccc1)C(=O)CN2
  A: -9.5*	B: 85	C: 97	D: 93	E: 71	F: 81	G: 90	H: 109

compound: CCOC(=O)C1(CCC(=O)OCc2ccccc2)CCCCC1=O (configuration not stated)
  A: 100	B: 118	C: 97	D: 93	E: 105	F: 92	G: 101	H: 101

compound: CCC[N+](CCC)(CCC)Cc1ccccc1
  A: 108	B: 117	C: 114	D: 87	E: 98	F: 102	G: 115	H: 100

compound: CN(C)c1ccc(C(=O)Nn2c(N)cc3ccccc3c2=O)cc1
  A: 84	B: 86	C: x	D: 43	E: 69	F: 72	G: 49	H: 84

compound: O=C(NCc1ccc(Cl)cc1Cl)C1CCC(=O)N1C(=O)Nc1ccccc1Cl (configuration not stated)
  A: 89	B: 93	C: 86	D: 82	E: 102	F: 93	G: 95	H: 92

compound: CC(C)c1cccc(C(C)C)c1NC(=O)OCCN(C)C
  A: 109	B: 101	C: 99	D: 101	E: 109	F: 100	G: 94	H: 109

compound: COc1ccc(-c2cc(-c3nnc(SCC(=O)c4ccccc4)o3)c3ccccc3n2)cc1
  A: 85	B: 83	C: 92	D: 79	E: 94	F: x	G: 97	H: 95

compound: CCOC(=O)c1csc(N)n1
  A: 102	B: 102&101	C: 99&107	D: 106&79	E: 91&96	F: 98&91	G: 91&92	H: 97&84

compound: Cc1ccc(-c2csc(NC(=O)CN3CCN(c4cc5c(cc4F)c(=O)c(C(=O)O)cn5C4CC4)CC3)n2)cc1
  A: -0.2*	B: 9.7*	C: 6.5*	D: 4.5*	E: 3.2*	F: 8.5*	G: 6.2*	H: 6.2*

compound: Cn1c(COC(=O)NCCN2CCOCC2)nc2c(N3CCOCC3)nc(-c3ccccc3)nc21
  A: -5.8*	B: 0.5*	C: -89*	D: -16*	E: -69*	F: -11*	G: -59*	H: -26*

compound: Cc1ccc(S(=O)(=O)N=N/C=C2/C=CC=CN2O)cc1
  A: 109	B: 106	C: 115	D: 114	E: 106	F: 96	G: 98	H: 98

compound: Fc1ccc(-c2cnnn2-c2nonc2-n2cccc2)cc1
  A: 77	B: 79	C: 92	D: 79	E: 62	F: 94	G: 87	H: 85

compound: C#CCNC(=O)c1cccc2c1cc(C)n2-c1nc2c(c(NCc3ccccc3)n1)CCCC2
  A: 6.5*	B: 6.6*	C: -70*	D: -8.2*	E: -51*	F: 5.3*	G: -1.0*	H: 0.4*

compound: COc1cc2nccc(Oc3ccc(NC(=O)C4(C(=O)Nc5ccc(F)cc5)CC4)cc3)c2cc1O
  A: 41	B: 9.3*	C: 71	D: 45	E: 86	F: 29	G: 51	H: 53

compound: CC(=O)OC1(C)C(=O)OC(=O)C1(C)OC(C)=O (configuration not stated)
  A: 80	B: 96	C: 89	D: 85	E: 107	F: 96	G: 97	H: 97

compound: FC(F)(F)c1ccc(-c2cnc(Cl)nc2NCc2cc(C(F)(F)F)cc(C(F)(F)F)c2)cc1
  A: 26	B: 16	C: -29*	D: 21	E: x	F: 19	G: 4.4*	H: 0.8*

compound: Cc1ccc(=O)n(-c2ccc(C3=NCCC3)cc2)c1
  A: 94	B: 100	C: 100	D: 85	E: 108	F: 100	G: 95	H: 97

compound: O=C(c1ccc(Cl)cc1)C1Sc2nnc(o2)-c2c1c1ccccc1oc2=O (configuration not stated)
  A: 88	B: 101	C: 102	D: 89	E: 113	F: 102	G: 74	H: 99

compound: COc1cccc(-c2cc(-c3ccccc3)c(C#N)c(=O)[nH]2)c1
  A: 120	B: 96	C: 98	D: 100	E: 101	F: 101	G: 90	H: 96

compound: COc1ccc(C(C)=O)cc1S(=O)(=O)Nc1c(N)nc(SC)[nH]c1=O
  A: 103	B: 93	C: 111	D: 100	E: 98	F: 107	G: 93	H: 97

compound: O=c1c2cc(F)ccc2sc2c(NCCCNCCO)nc3ccc(Cl)cc3c12
  A: x	B: -26*	C: 23	D: 19	E: 68	F: 14	G: 31	H: 36

compound: NC(=O)C1(Nc2ccc(-c3ccc(Br)cc3)cc2)CCCC1
  A: x	B: x	C: 95	D: 96	E: 77	F: 90	G: 91	H: 81

compound: Cc1ccc(C(c2ccc(C)c(C)c2)C(O)C(O)C(O)C(O)CO)cc1C (configuration not stated)
  A: 88	B: 95	C: 101	D: 89	E: 94	F: 106	G: 90	H: 113

compound: CCNS(=O)(=O)NCC
  A: 112	B: 117	C: 105	D: 108	E: 97	F: 99	G: 96	H: 97
